PAD4 inh: blocks human protein arginine deiminase 4; recombinant PAD4, RCA probe fluorescence polarization; 330,000 compounds, 0.41% hits; inhibition, % at 6.36 µM; Q9UM07;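 active = percent inhibition above a cutoff equal to the mean of all tested compounds plus 3 SD, cut at about 15% in these data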;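 note: 0% = PAD4 with RCA probe and DMSO and 100% = probe without PAD4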
PAFAH1B3 FP inh: blocks human PAF acetylhydrolase 1B catalytic subunit 3; recombinant PAFAH1B3, FP-rhodamine probe, fluorescence polarization; inhibition, % at 3.39 µM; Q15102; 340,000 compounds, 0.28% hits;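 active = inhibition above the screen-wide average of all tested compounds plus 3 SD, cut at about 25% in these data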;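 note: 0% = enzyme with DMSO only and 100% = wells lacking PAFAH1B3 protein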
LYPLA1 counter: blocks human lysophospholipase 1, a PME1 counter-screen. O75608. recombinant LYPLA1, FP-Rh probe fluorescence polarization. inhibition, % at 5.9 µM. 320,000 compounds, 0.16% hits. AID 2174;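 active = inhibition above the mean of all tested compounds plus 3 SD, set per campaign, cut at about 14% in these data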;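 note: inhibitors block serine hydrolase probe labeling of LYPLA1 so polarization falls; 0% = enzyme with DMSO and 100% = wells lacking LYPLA1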
pPAFAH FP inh: inhibitors of human plasma PAF acetylhydrolase (pPAFAH) | recombinant pPAFAH, FP-rhodamine probe fluorescence polarization | inhibition, % at 3.39 µM | 330,000 compounds, 1.5% hits | Q13093;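 active = inhibition above the mean inhibition across the screen plus 3 SD, cut at about 25% in these data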;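 note: inhibitors block binding of the rhodamine activity-based probe so polarization drops; 0% = enzyme with DMSO and 100% = wells lacking pPAFAH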
PME-1 inh: blocks human protein phosphatase methylesterase 1. Q9Y570. recombinant PME-1, FP-Rh probe fluorescence polarization. inhibition, % at 5.9 µM. 320,000 compounds, 0.53% hits;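 active = inhibition above the campaign mean of all compounds plus 3 SD, cut at about 26% in these data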;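 note: competitive labeling of PME-1 active site by serine hydrolase directed probe; 0% = PME-1 with DMSO and 100% = wells lacking PME-1 enzyme; inhibitors block probe labeling so polarization falls and inhibition rises; many of its hits are not listed in these tables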
Target sequence (Q9Y570 whole entry, looked up): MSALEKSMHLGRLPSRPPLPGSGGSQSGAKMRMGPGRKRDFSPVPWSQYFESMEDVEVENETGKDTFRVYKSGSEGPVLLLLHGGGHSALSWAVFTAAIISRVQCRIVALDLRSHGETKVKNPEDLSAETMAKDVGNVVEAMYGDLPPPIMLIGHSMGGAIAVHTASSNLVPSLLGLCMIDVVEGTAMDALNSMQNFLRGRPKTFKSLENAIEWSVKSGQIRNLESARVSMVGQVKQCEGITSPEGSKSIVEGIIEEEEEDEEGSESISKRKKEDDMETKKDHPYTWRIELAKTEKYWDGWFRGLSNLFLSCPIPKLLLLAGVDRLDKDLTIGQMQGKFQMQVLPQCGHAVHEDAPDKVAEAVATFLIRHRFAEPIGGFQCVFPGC
LYPLA2 counter: blocks human lysophospholipase 2, a PME1 counter-screen; O95372; 320,000 compounds, 0.38% hits; inhibition, % at 5.9 µM; recombinant LYPLA2, FP-Rh probe fluorescence polarization; AID 2177;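 active = inhibition above the screen-wide mean plus 3 SD, limit set per campaign, cut at about 26% in these data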;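 note: 0% = LYPLA2 with DMSO and 100% = wells lacking LYPLA2 enzyme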
PAFAH1B2 inh: blocks human PAF acetylhydrolase 1b catalytic subunit 2; 340,000 compounds, 1.2% hits; P68402; recombinant PAFAH1B2, FP-rhodamine activity probe, fluorescence polarization; AID 492953; inhibition, % at 3.39 µM;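 active = inhibition above the mean of all tested compounds plus 3 SD, cut at about 24% in these data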;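 note: 0% = enzyme with DMSO and 100% = wells lacking PAFAH1B2; many of its hits are not listed in these tables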
Target sequence (P68402 whole entry, looked up): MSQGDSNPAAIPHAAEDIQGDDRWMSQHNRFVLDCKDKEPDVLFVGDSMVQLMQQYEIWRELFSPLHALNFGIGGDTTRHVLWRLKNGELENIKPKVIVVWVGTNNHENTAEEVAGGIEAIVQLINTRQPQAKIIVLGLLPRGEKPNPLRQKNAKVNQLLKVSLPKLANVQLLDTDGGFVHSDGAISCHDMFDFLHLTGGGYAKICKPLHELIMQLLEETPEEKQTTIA
GSTO1 inh: blocks human GSTO1 in RBBP9 counter-screen | recombinant GSTO1, activity-based probe fluorescence polarization | inhibition, % at 5.96 µM | 300,000 compounds, 1.1% hits;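 active = inhibition above the campaign mean inhibition plus 3 SD, cut at about 35% in these data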;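 note: 0% = GSTO1-1 with DMSO and 100% = wells lacking GSTO1-1 enzyme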
PAFAH2 inh: inhibitors of human PAFAH2 | Q99487 | recombinant PAFAH2, FP-rhodamine activity probe, fluorescence polarization | inhibition, % at 3.39 µM | 340,000 compounds, 0.99% hits;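 active = inhibition above the mean over all tested compounds plus 3 SD, cut at about 30% in these data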;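 note: inhibitors block probe labeling of enzyme so polarization drops; 0% = enzyme with DMSO and 100% = wells lacking PAFAH2 protein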
The depositor's hits bear a star; / = no result given. Not all compounds are listed (hit frequency here may not be typical).

Order of values: PME-1 inh, PAFAH1B3 FP inh, LYPLA1 counter, PAFAH2 inh, PAFAH1B2 inh, LYPLA2 counter, pPAFAH FP inh, GSTO1 inh, PAD4 inh
> COc1ccc(-c2[nH]c(-c3ccc(F)cc3)nc2SCC(=O)NC2CCCC2)cc1
 : 15, 11, -1, 6, 1, -1, 4, -2, 0
> CC(OC(=O)CNC(=O)c1ccc2c(c1)OCO2)C(=O)NCCC1=CCCCC1 (stereo not given)
 : -3, 3, 1, 4, 5, 9, 1, -9, -2
> CCCCNC(=O)Cn1c(=O)c2c(ncn2CCC(C)C)n(Cc2ccccc2)c1=O
 : -3, 6, 2, 3, 4, 5, 0, 11, 1
> CCc1ccc(CNC(=O)C2Cc3cc(S(=O)(=O)N4CCCC4)ccc3N2C(C)=O)cc1 (stereo not given)
 : -1, 0, 0, 0, 2, -2, 0, 2, 5
> Nc1ncnc2c1ncn2[C@H]1C[C@H](O)[C@@H](COP(=O)(O)O)O1
 : -1, 0, -1, -6, 0, 1, -1, 4, -4
> Cc1ccc(NC(=O)c2ccc(F)cc2)nc1
 : 1, 8, 0, -16, -4, -1, -3, 4, 0
> CCCN1CCN(CCCNC(=O)C(CC)n2nc(C)n3c(cc4occc43)c2=O)CC1 (stereo not given)
 : -6, 8, 0, -4, -1, -6, 0, 0, -3
> Clc1ccc(-c2nnc3sc(Cc4cccs4)nn23)cc1
 : 3, 16, -8, 6, 3, 9, 17, -9, -1
> CCN(CC)C(=O)CCc1nnc(Cc2cccc(C(F)(F)F)c2)o1
 : 1, 3, 0, 1, 0, -5, 3, 9, -4
> Nc1cccc(-c2cn(-c3cc4cc(C#CC5(O)CCCCC5)ccc4oc3=O)nn2)c1
 : 15, 6, 8, 4, 5, 19, 11, /, -2
> Cc1ccccc1CS(=O)(=O)Cc1ccc(C(=O)NC2CCCCC2)o1
 : -5, -3, -3, -3, -3, -2, 17, 0, 1
> C/C(=N\N=C(N)N)c1cccc(Cl)c1
 : 3, 6, 0, 2, 1, 7, 0, 3, 3
> CCCCOc1ccc(C(=O)N2CCN(CC(=O)Nc3ccc(C)cc3)CC2)cc1OC
 : 3, -10, 2, -7, 3, 8, 10, 0, -1
> CN(Cc1ccco1)C(=O)c1ccc(N2CCCC2=O)cc1
 : -1, 0, -1, -12, -3, -1, 1, -3, 1
> COc1ccc(NC(=O)c2ccc3c(=O)n(CC4CCCO4)c(=S)[nH]c3c2)c(OC)c1 (stereo not given)
 : 10, 3, -2, 4, 1, -1, 3, 1, -4
> CCOc1ccccc1CN1CCN(C2CCC2)CC1CCO (stereo not given)
 : -4, 6, 1, -2, 3, 2, 3, 3, -2
> CC1(C)C(=O)OC(c2ccc([N+](=O)[O-])cc2)C(C)(C)C1=O (stereo not given)
 : -7, 0, -5, -8, 10, -2, 5, 3, 2
> COc1ccc(CNC(=O)CCSc2ccc(F)cc2)cc1OC
 : 0, 5, -2, -7, 11, 0, 6, 4, 2
> CC1Oc2ccccc2C(=O)N(CC(=O)c2ccc3c(c2)OCCO3)C1=O (stereo not given)
 : 0, 4, -2, -7, 3, 9, 3, -8, -6
> Clc1cccc(Cl)c1C[n+]1ccc2ccccc2c1
 : 3, -5, 0, -10, 1, -9, -2, 1, 2
> N#C/C(=N\Nc1ccc(Cl)cc1)C(=N)N1CCCCC1
 : 9, 6, 1, 4, -6, 2, 8, -3, -1
> NC(=S)Nc1nc2ccccc2s1
 : 2, 3, 7, 3, 2, 4, 3, 1, 4
> CCn1nnnc1SCC(=O)Nc1cc(C)on1
 : 3, 9, 1, 10, 6, 0, 4, 3, 1
> CN(CCOc1ccccc1)C(=O)CCc1c[nH]c2ccccc12
 : 1, -1, -2, -6, 8, -2, 5, 19, -1
> O=C(C[C@@H]1C/C=C\C[C@H](NC(=O)OCC2c3ccccc3-c3ccccc32)C(=O)OC[C@H]2CCCN2C1=O)N[C@@H](CO)Cc1ccccc1
 : /, 9, /, 1, 7, /, 7, /, -3
> Cc1csc(CNc2ncnc3ccc(-c4ccccc4Cl)cc23)c1
 : /, 0, /, -12, -6, /, 29*, /, 3
> COc1cc2cc(C)c3nnc(SCC(=O)Nc4cc(C)on4)n3c2cc1OC
 : 3, 12, 5, 6, 3, 1, 3, 1, 1
> CC(=O)NC(CC(C)C)C(=O)NC(=O)NCc1ccccc1 (stereo not given)
 : -2, -1, -1, 1, 5, 8, 2, -3, 2
> O=C(CSCc1ccc(Cl)cc1)NCc1ccccn1
 : -4, 5, -6, 1, 6, -6, 1, 1, 3

Two of these compounds, set out differently.
Molecule,PME-1 inh,PAFAH1B3 FP inh,LYPLA1 counter,PAFAH2 inh,PAFAH1B2 inh,LYPLA2 counter,pPAFAH FP inh,GSTO1 inh,PAD4 inh
COc1cc2cc(C)c3nnc(SCC(=O)Nc4cc(C)on4)n3c2cc1OC,3,12,5,6,3,1,3,1,1
N#C/C(=N\Nc1ccc(Cl)cc1)C(=N)N1CCCCC1,9,6,1,4,-6,2,8,-3,-1

14 entries from above, tab-delimited:
Structure	PME-1 inh	PAFAH1B3 FP inh	LYPLA1 counter	PAFAH2 inh	PAFAH1B2 inh	LYPLA2 counter	pPAFAH FP inh	GSTO1 inh	PAD4 inh
CN(Cc1ccco1)C(=O)c1ccc(N2CCCC2=O)cc1	-1	0	-1	-12	-3	-1	1	-3	1
COc1ccc(NC(=O)c2ccc3c(=O)n(CC4CCCO4)c(=S)[nH]c3c2)c(OC)c1 (stereo not given)	10	3	-2	4	1	-1	3	1	-4
CCOc1ccccc1CN1CCN(C2CCC2)CC1CCO (stereo not given)	-4	6	1	-2	3	2	3	3	-2
CC1(C)C(=O)OC(c2ccc([N+](=O)[O-])cc2)C(C)(C)C1=O (stereo not given)	-7	0	-5	-8	10	-2	5	3	2
COc1ccc(CNC(=O)CCSc2ccc(F)cc2)cc1OC	0	5	-2	-7	11	0	6	4	2
CC1Oc2ccccc2C(=O)N(CC(=O)c2ccc3c(c2)OCCO3)C1=O (stereo not given)	0	4	-2	-7	3	9	3	-8	-6
Clc1cccc(Cl)c1C[n+]1ccc2ccccc2c1	3	-5	0	-10	1	-9	-2	1	2
N#C/C(=N\Nc1ccc(Cl)cc1)C(=N)N1CCCCC1	9	6	1	4	-6	2	8	-3	-1
NC(=S)Nc1nc2ccccc2s1	2	3	7	3	2	4	3	1	4
CCn1nnnc1SCC(=O)Nc1cc(C)on1	3	9	1	10	6	0	4	3	1
CN(CCOc1ccccc1)C(=O)CCc1c[nH]c2ccccc12	1	-1	-2	-6	8	-2	5	19	-1
O=C(C[C@@H]1C/C=C\C[C@H](NC(=O)OCC2c3ccccc3-c3ccccc32)C(=O)OC[C@H]2CCCN2C1=O)N[C@@H](CO)Cc1ccccc1	/	9	/	1	7	/	7	/	-3
Cc1csc(CNc2ncnc3ccc(-c4ccccc4Cl)cc23)c1	/	0	/	-12	-6	/	29*	/	3
COc1cc2cc(C)c3nnc(SCC(=O)Nc4cc(C)on4)n3c2cc1OC	3	12	5	6	3	1	3	1	1

From PubChem
